Compound activity deposited in PubChem BioAssay by several laboratories.
PPARg SRC-3 ag – PPARgamma agonists recruiting SRC-3 coactivator, primary screen, biochemical. Peroxisome proliferator-activated receptor gamma (Homo sapiens), P37231. biochemical PPARgamma/SRC-3 coactivator recruitment assay. activation, % at 8 µM. 200,000 tested, 0.26% active. AID 731, 2007; in the data active means activation above about 23%;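 further: 0% = DMSO and 100% = reference agonist; some compounds past the cut are filed as inactive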
PPARg SRC1 recr – PPARgamma agonists recruiting SRC-1 coactivator, primary screen, biochemical. Peroxisome proliferator-activated receptor gamma (Homo sapiens), P37231. activation, % at 8 µM. PPARgamma-SRC-1 coactivator recruitment biochemical assay. 200,000 tested, 0.41% active; in the data active means activation above about 19%;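 further: 0% = DMSO and 100% = reference agonist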
TNAP inh no acc – human TNAP enzyme inhibitors, primary screen, biochemical, luminescent, no phosphate acceptor, uHTS; Alkaline phosphatase, tissue-nonspecific isozyme (Homo sapiens), P05186; purified TNAP, CDP-star luminescence, 30 min; inhibition, % at 20 µM; 200,000 tested, 0.26% active;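 active means tissue-nonspecific alkaline phosphatase inhibition above about 50% at 20 µM in the single-dose screen, limit read from the data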;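 further: 0% = DMSO negative control and 100% = EDTA positive control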
Target sequence (P05186 whole entry, looked up): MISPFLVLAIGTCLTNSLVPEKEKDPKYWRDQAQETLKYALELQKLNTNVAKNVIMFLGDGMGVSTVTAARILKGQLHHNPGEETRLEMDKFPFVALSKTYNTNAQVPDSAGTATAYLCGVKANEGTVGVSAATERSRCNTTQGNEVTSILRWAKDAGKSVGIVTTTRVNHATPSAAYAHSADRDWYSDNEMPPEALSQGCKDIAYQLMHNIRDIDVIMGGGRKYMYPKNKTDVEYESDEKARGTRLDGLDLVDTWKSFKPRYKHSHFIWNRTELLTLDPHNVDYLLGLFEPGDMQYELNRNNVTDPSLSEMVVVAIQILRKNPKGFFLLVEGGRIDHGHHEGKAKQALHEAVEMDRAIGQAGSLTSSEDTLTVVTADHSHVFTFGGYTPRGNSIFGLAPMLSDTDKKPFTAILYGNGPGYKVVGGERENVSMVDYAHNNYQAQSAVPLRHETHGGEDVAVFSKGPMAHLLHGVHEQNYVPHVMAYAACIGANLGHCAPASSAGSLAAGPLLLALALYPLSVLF
bIAP inh – bovine intestinal alkaline phosphatase inhibitors, primary screen, selectivity assay for TNAP inhibitor project, biochemical, bovine IAP, CDP-star luminescence | inhibition, % at 20 µM | purified bovine IAP, 30 min | 190,000 tested, under 10 active | alkaline phosphatase, intestinal [Bos taurus];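 active means over 50% inhibition of intestinal alkaline phosphatase at 20 µM in the single-dose screen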
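System: purified bovine intestinal alkaline phosphatase (IAP) enzyme; Input: IAP diluted 1/65,000,000 in the well; Measured by: CDP-star luminescence signal; Compound dosing: 20 µM single dose; Incubation: 30 min reaction at room temperature.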
TNAP inh hi DEA – human TNAP enzyme inhibitors, primary screen, biochemical, luminescent, high phosphate acceptor level, uHTS | purified TNAP, CDP-star luminescence, 1 M DEA | inhibition, % at 20 µM | 200,000 tested, 0.03% active;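 active means over 50% inhibition of tissue-nonspecific alkaline phosphatase at 20 µM in the single-dose screen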;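 further: plate controls were DMSO wells for no effect and EDTA-quenched wells as full inhibition for full effect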
SRC2 TRFRET art – TR-FRET signal artefacts, primary screen, artefact control for PPARgamma SRC-2 agonist project, biochemical | 200,000 tested, 0.4% active | AID 1049, 2008 | TR-FRET ratio at 8 µM | TR-FRET artefact counter-screen; hits give high values; in the data active means TR-FRET ratio above about 2000; further: inactives centre near 1500
TNAP act hi DEA – TNAP activators at high phosphate acceptor level, primary screen, biochemical, luminescence, uHTS; Alkaline phosphatase, tissue-nonspecific isozyme (Homo sapiens), P05186; purified TNAP, CDP-star luminescence, 1 M DEA, 30 min; hits give high values; 0 = EDTA background, 1 = DMSO-only activity; activation factor at 20 µM; 200,000 tested, under 10 active; AID 1136, 2008;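 active means activation factor at least 2 at 20 µM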
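Test system – human TNAP · Doses – 20 µM single point · Incubation – 30 min, room temperature · Signal – luminescent substrate turnover signal · Read-out basis – activation factor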
PPARg SRC2 recr – agonists of PPARg-SRC-2 recruitment, primary screen, biochemical, HTS. Peroxisome proliferator-activated receptor gamma (Homo sapiens), P37231. PPARgamma LBD-SRC-2 recruitment. activation, % at 8 µM. 200,000 tested, 0.34% active; in the data active means activation above about 22%;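 further: 0% = vehicle and 100% = reference agonist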
HMGR II inh – inhibitors of E. faecalis class II HMGR, primary screen, biochemical, Enterococcus faecalis | inhibition, % at 10 µM | 190,000 tested, 0.41% active | HMG-CoA reductase (Enterococcus faecalis, mvaE) | AID 1066, 2008 | purified E. faecalis HMGR, NADPH absorbance 340 nm kinetic;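 active means inhibition above a set limit, the median over all tested compounds plus 3 SD, cut at about 9.5% in these data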;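 further: enzyme runs in reverse so mevalonate oxidation gives rising NADPH absorbance; 0% = complete reaction with DMSO and 100% = background rate lacking mevalonate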
bIAP act – bovine intestinal alkaline phosphatase activators, primary screen, biochemical, bovine IAP, CDP-star luminescence; alkaline phosphatase, intestinal [Bos taurus]; purified bovine IAP, 30 min; hits give high values; fold of DMSO-control signal, blank-subtracted; activation factor at 20 µM; 200,000 tested, 0.17% active;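 active means activation factor of 2 or more at 20 µM, a signal rise over negative controls twice the positive control's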
* marks the source's active call; other numbers are inactive results; / = not tested or not shown. Compounds as they come, and some 1.6% of all compounds hit somewhere here.

SMILES	PPARg SRC-3 ag	PPARg SRC1 recr	TNAP inh no acc	bIAP inh	TNAP inh hi DEA	SRC2 TRFRET art	TNAP act hi DEA	PPARg SRC2 recr	HMGR II inh	bIAP act
Nc1c(-c2ccccc2)cnn1-c1ccc(C(=O)O)cc1	4	2	-13	10	-3	1601	1	9	-4	0.9
NC(=S)NNC(=O)/C(=C/c1ccc(Br)cc1)NC(=O)c1ccccc1	5	12	-144	-36	-5	1643	1.1	12	-1	1.4
COc1ccc(NC(=O)COC(C)=O)cc1Cl	2	1	0	-7	3	1655	1	4	1	1.1
Cn1c(OCc2cccnc2)nc2c1c(=O)n(Cc1ccccc1)c(=O)n2C	8	-3	-9	4	-2	1327	1	2	1	1
O=C(C1CC1)N1CCN=C1SCc1ccccc1	2	5	-8	10	-2	1745	1	3	-7	0.9
COc1ccc(C2=NOC3(CC(=O)N(c4ccc(C)cc4)C3=O)C2)c(OC)c1 (centres undefined)	4	-6	-18	8	-10	1340	1.1	0	-2	0.9
S=c1[nH]nc(C2CCCCC2)n1/N=C/c1cccs1	3	7	32	17	-3	1497	1	2	-3	0.8
Cc1[nH]n(-c2ccccc2)c(=O)c1/C=N/NC(=O)c1cccc([N+](=O)[O-])c1	7	13	4	11	-6	1561	1.1	-7	-6	0.9
Cn1c(=O)c(=O)n(C)c2cc([N+](=O)[O-])c([N+](=O)[O-])cc21	1	-3	-7	-11	-1	1489	1	4	-4	1.1
CNC(=O)c1cc2c(s1)CCCCCC2	11	6	-11	10	-3	1553	1	19	-1	0.9
COc1ccc(C(=O)c2cnc3cc4c(cc3c2C)OCO4)cc1	-1	1	-9	-3	1	1668	1	11	-4	1
CC1CC(C)(C)CC2(C1)NC(=S)N(c1ccccc1)N2 (centres undefined)	-13	-2	10	20	-3	1267	1	5	-2	0.8
COc1ccc(NC(=O)CSc2nnnn2C2CCCC2)cc1	1	-2	-3	4	9	1605	0.9	3	/	1
O=C(COc1ccccc1C(=O)NCc1ccncc1)Nc1ccc(Br)cc1	3	0	-13	3	-6	1647	1.1	11	-7	1
CC(=O)Nc1ccc(OC(=O)c2cccs2)cc1	7	7	-7	-2	0	1513	1	1	-1	1
O=C1CC(Cc2ccccc2)C(=O)N1CCCn1ccnc1 (centres undefined)	0	-6	2	10	4	1254	1	9	-2	0.9
Nc1cc(C(=O)O)ccc1N1CCCCCC1	-1	-3	-10	7	-3	1497	1	5	1	0.9
O=C(CCS(=O)NCc1ccccc1)NCc1ccccc1 (centres undefined)	4	-1	-3	3	-3	1584	1	0	2	1
O=c1[nH][nH]c(C(F)(F)F)c1C=NCc1cccc(Cl)c1	-8	2	10	12	-8	1534	1.1	2	3	0.9
O=C1CN(C(=O)CC2c3ccccc3-c3ccccc32)CC(=O)N1	5	5	-10	4	-5	1378	1	-1	2	1
CN(C)S(=O)(=O)c1ccc(Cl)c(NC(=O)COC(=O)CN2C(=O)NC(C)(C)C2=O)c1	4	8	-3	17	0	1509	1	1	4	0.8
CCC(C)NC(=S)N1CCN(C)CC1 (centres undefined)	3	11	-38	15	-1	1790	1	3	-2	0.9
O=C1C(=Cc2ccc(Br)o2)C(=O)c2ccccc21	-1	5	8	14	27	1460	0.7	11	0	0.9
Clc1ccc(CSc2cc3c(nn2)-c2ccccc2CC3)cc1	3	4	-2	42	-8	1419	1.1	5	-5	0.6
CCOC(=O)C1CCN(C(=O)CCn2c(=O)[nH]c3ccccc3c2=O)CC1	5	10	-5	0	-2	1530	1	6	-4	1
CC1CCCCN1C(=O)Nc1cccc(C(F)(F)F)c1 (centres undefined)	6	13	2	5	-3	1781	1	5	-5	1
CC1CC(C)CN(C(=O)c2ccc(CSc3nc4ccncc4[nH]3)cc2)C1 (centres undefined)	4	0	6	18	-6	1348	1.1	-6	-2	0.8
O=C(CSc1nnc(-c2ccc3c(c2)OCO3)n1-c1ccccc1)c1ccccc1	6	0	6	13	5	1653	0.9	8	-3	0.9
O=C(O)CCC(=O)N(Cc1cccnc1)Cc1cccc(F)c1	-1	6	-4	-2	-2	1520	1	9	-2	1
COc1ccc(OCCSc2nnc(-c3ccoc3C)n2C)cc1	12	8	-15	7	-5	1691	1.1	10	0	0.9
CCn1nc(C(=O)Nc2ccccc2C)c(Cl)c1Cl	-1	3	-4	1	-1	1606	1	6	-6	1
CC(OC(=O)CC(NC(=O)c1ccccc1Cl)c1ccccc1)C(=O)Nc1cccc(Cl)c1Cl (centres undefined)	2	3	-22	21	-4	1730	1	17	-4	0.8
Cc1ccccc1OCCCCCNCCO	-2	7	-10	11	-5	1443	1.1	5	-5	0.9
O=c1oc2c(CN3CCCCC3)c(O)ccc2c2c1CCCCC2	-4	0	-16	-23	-10	1536	1.1	2	-7	1.2
Cc1cc2nc(SCCOC(=O)Nc3ccccc3)nc(C)c2cc1C	-1	2	-1	2	0	1506	1	2	-3	1
COc1ccc(C(=O)NCC(=O)OCc2ccccc2F)cc1	0	-2	-9	-6	-6	1361	1.1	-1	1	1.1
CCC(C)NS(=O)(=O)c1ccc(NC(=O)c2c(-c3ccccc3)noc2C)cc1 (centres undefined)	0	3	6	16	-9	1654	1.1	4	-4	0.8
Cc1cccc(NC(=O)CSc2nc3[nH]ncc3c(=O)[nH]2)c1	-1	-4	-8	31	-1	1483	1	-3	2	0.7
CCOC(=O)N1CCC(=C(C#N)C(=O)Nc2cc(OC)ccc2OC)CC1	-3	5	-10	9	-7	1625	1.1	-5	-6	0.9
O=C(O)CCc1ccc(-c2cccs2)n1CCC(=O)O	9	6	2	-11	-6	1606	1.1	6	-4	1.1
O=C(NCCN1CCOCC1)c1ccncc1	11	8	-9	13	-5	1513	1	8	-1	0.9
O=c1c(-c2ccccc2)coc2c(CN3CCOCC3)c(O)ccc12	3	7	-2	8	4	1651	1	5	-2	0.9
Cc1ccc(CCNC(=O)C2CCCN(C(=O)N(C)C)C2)cc1 (centres undefined)	-7	2	-19	5	-6	1462	1.1	6	-3	0.9
Cc1c(Cl)cccc1NC(=S)NCc1cccn1C	-3	-6	-5	1	-3	1491	1	-1	-3	1
COC(=O)c1sccc1-c1ccc(C(=O)Nc2ccccc2)o1	4	-7	-3	7	2	1562	1	2	1	0.9
Cc1cccc(C)c1NC(=O)COC(=O)c1ccc([N+](=O)[O-])o1	0	2	-13	8	-4	1636	1	10	-1	0.9
COc1ccc(S(=O)(=O)NC(C)C)cc1-n1cnnn1	0	-6	-10	8	-5	1365	1.1	-6	4	0.9
Cc1nc2ccc(F)cc2cc1C(=O)NCC1CCCO1 (centres undefined)	8	0	-10	9	-6	1426	1.1	1	-3	0.9
CC1=CC2=NC(=O)CC(C)(C(=O)N(CC(=O)NC(C)(C)C)C3CCCC3)N2C=C1 (centres undefined)	-7	4	-13	1	-7	1402	1.1	2	0	1
CCOc1ccc(-c2nnn(CC(=O)Nc3cc(OC)cc(OC)c3)n2)cc1OCC	-5	4	-15	6	-8	1514	1.1	-1	-11	0.9
Cn1nc(C(=O)NCc2cccnc2)c2ccccc2c1=O	13	6	-8	15	-8	1538	1.1	16	0	0.9
COc1cc(/C=C(\C#N)c2nc3ccccc3[nH]2)cc(Br)c1OCc1ccc(F)cc1	-8	6	-4	9	0	1532	1	8	-1	0.9
Cc1sc2nc3c(C(=O)N4CCN(c5ccccn5)CC4)cccn3c(=O)c2c1C	-4	-2	-16	-4	-5	1681	1.1	-2	-8	1
O=C(Nc1ccccc1)C1C2/C=C\CCCCC21 (centres undefined)	-4	7	-14	1	-5	1493	1.1	1	-1	1
Cc1nn(Cc2c(Cl)cccc2Cl)c(C)c1NC(=O)CCCn1nc([N+](=O)[O-])c(Cl)c1C	2	8	-14	0	0	1734	1	-2	0	1

Filtered by structure, the compounds so far containing a Cl atom
SMILES	PPARg SRC-3 ag	PPARg SRC1 recr	TNAP inh no acc	bIAP inh	TNAP inh hi DEA	SRC2 TRFRET art	TNAP act hi DEA	PPARg SRC2 recr	HMGR II inh	bIAP act
COc1ccc(NC(=O)COC(C)=O)cc1Cl	2	1	0	-7	3	1655	1	4	1	1.1
O=c1[nH][nH]c(C(F)(F)F)c1C=NCc1cccc(Cl)c1	-8	2	10	12	-8	1534	1.1	2	3	0.9
CN(C)S(=O)(=O)c1ccc(Cl)c(NC(=O)COC(=O)CN2C(=O)NC(C)(C)C2=O)c1	4	8	-3	17	0	1509	1	1	4	0.8
Clc1ccc(CSc2cc3c(nn2)-c2ccccc2CC3)cc1	3	4	-2	42	-8	1419	1.1	5	-5	0.6
CCn1nc(C(=O)Nc2ccccc2C)c(Cl)c1Cl	-1	3	-4	1	-1	1606	1	6	-6	1
CC(OC(=O)CC(NC(=O)c1ccccc1Cl)c1ccccc1)C(=O)Nc1cccc(Cl)c1Cl (centres undefined)	2	3	-22	21	-4	1730	1	17	-4	0.8
Cc1c(Cl)cccc1NC(=S)NCc1cccn1C	-3	-6	-5	1	-3	1491	1	-1	-3	1
Cc1nn(Cc2c(Cl)cccc2Cl)c(C)c1NC(=O)CCCn1nc([N+](=O)[O-])c(Cl)c1C	2	8	-14	0	0	1734	1	-2	0	1
